Source: PubChem BioAssay (National Center for Advancing Translational Sciences (NCATS))
Integrin act MD: activates integrin-mediated alleviation for muscular dystrophy; AID 624291; alpha7betagal myoblasts, beta-gal FDG fluorescence, 48 h; actives 0.064% (n = 350,000); Potency, µM (highest dose often 38.3 µM), for the others: top-dose activation, hits mostly activators;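 note: potency is the fitted concentration of half-maximal effect; 100% = response of the positive control SU9516; nearly all actives have a fitted effect of over 60% in size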
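Alpha7betagal+/- myoblasts (passage 13) were plated 16-24 hr, then exposed to compounds (1:260 dilution of DMSO stock) for 48 hours at 37C. After MPER lysis, β-galactosidase reporter activity was read as FDG fluorescence (ex 480/em 540) after 30 minutes.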
TRPV1 ag: activates the human vanilloid receptor TRPV1. Q8NER1. TRPV1-expressing cells, Fluo-8 calcium influx, agonist mode. activation, % at 8.33 µM. actives 0.19% (n = 320,000). AID 540275; in the data active = activation above about 80%; inconclusive = between about 30% and that limit; note: 0% is about no effect
Target sequence (Q8NER1 whole entry, looked up): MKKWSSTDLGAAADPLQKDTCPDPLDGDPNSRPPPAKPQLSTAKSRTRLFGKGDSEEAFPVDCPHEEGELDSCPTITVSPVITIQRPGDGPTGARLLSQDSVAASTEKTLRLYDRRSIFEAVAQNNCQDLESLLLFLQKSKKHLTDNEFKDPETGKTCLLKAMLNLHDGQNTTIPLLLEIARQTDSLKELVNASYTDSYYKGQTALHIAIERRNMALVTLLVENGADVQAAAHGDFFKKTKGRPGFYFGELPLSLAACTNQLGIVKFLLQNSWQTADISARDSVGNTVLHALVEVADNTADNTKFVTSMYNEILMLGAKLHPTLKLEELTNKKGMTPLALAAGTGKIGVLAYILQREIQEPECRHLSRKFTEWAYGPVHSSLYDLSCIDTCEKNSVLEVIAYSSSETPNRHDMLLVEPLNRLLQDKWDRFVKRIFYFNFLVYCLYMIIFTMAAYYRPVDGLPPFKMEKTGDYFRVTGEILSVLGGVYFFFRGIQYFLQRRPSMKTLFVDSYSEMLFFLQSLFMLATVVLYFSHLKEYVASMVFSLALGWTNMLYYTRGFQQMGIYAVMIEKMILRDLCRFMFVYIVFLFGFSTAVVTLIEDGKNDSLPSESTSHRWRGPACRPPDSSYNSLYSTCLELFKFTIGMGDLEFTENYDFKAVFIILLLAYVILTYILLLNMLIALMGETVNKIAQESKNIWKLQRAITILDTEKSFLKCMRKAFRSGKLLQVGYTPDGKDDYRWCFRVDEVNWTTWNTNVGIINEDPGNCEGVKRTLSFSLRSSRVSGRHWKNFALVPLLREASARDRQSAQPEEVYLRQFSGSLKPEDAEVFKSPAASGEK
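Cells expressing TRPV1 were dye-loaded with Fluo-8 and read kinetically: 10 s baseline, 3 min after compound (agonist portion), then 2 min after EC20 capsaicin (allosteric enhancer portion). Calcium-bound dye fluorescence at 480/520 nm.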
MLL CXXC-DNA inh: inhibitors of human MLL CXXC domain-DNA interaction; AID 2662; Potency, µM (series often up to 115 µM), without a hit: at the top dose activity change, negative = inhibition, hits mostly inhibitors; Q03164; actives 0.037% (n = 290,000); MLL-CXXC / FITC-HOXA9 DNA fluorescence polarization; active = well fitted inhibition curve with a large enough effect in the polarisation, with a control signal flat, not every such curve was filed as active; inconclusive = small, poorly fitted or top-dose-only effect, or effect the other way, or a change in a side signal; inactive = no such curve, though single readings can be large or run the other way; the % refers to the polarisation; note: potency is the fitted concentration of half-maximal effect
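Purified MLL-CXXC (added from a 7 uM solution) was preincubated 5 min at ambient with pinned compounds in 50 mM Tris-HCl pH 7.5, 50 mM NaCl, 1 mM DTT, 0.05% BSA. Fluorescein-labeled HOX-A9 DNA (50 nM solution) followed, 30 min, then polarization read.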
p53 reactivator: re-activators of mutant p53 | H1299 p53-A138V BP100-luciferase reporter, luminescence, 24 h | actives 0.063% (n = 320,000) | Potency, µM (highest dose often 92.2 µM), for inactives: top-dose activity change, positive = activation, hits mostly activators; note: potency is the fitted concentration of half-maximal effect; % of control where 0% means no effect; nearly all actives have a fitted effect of over 45% in size
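p53-null H1299 cells stably carrying temperature-sensitive p53-A138V and a BP100-luciferase reporter were pinned with compounds (4-point, 1:5 series) and held 24 hrs at 37 deg C. Luminescence was read 10 min after detection reagent.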
TCR activator: activates T cell receptor signaling. primary human leukocytes, anti-CD3, IL-2 HTRF, 48 h. Potency, µM (series often up to 9.22 µM), for inactives: top-dose activation of IL-2 secretion, hits mostly activators. 330,000 tested, under 10 active. AID 504894; note: % of control where 0% means no effect
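Primary human leukocytes incubated 48 hr with anti-CD3 beads plus compound, without co-stimulation. Secreted IL-2 measured by HTRF (europium cryptate/d2 anti-IL-2 pair, 320 nm excitation, 665 nm emission).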
TSG101-PTAP inh: blocks PTAP/TSG101 interaction to inhibit HIV-1 budding. Q99816. Fluorescence polarization, FITC-PTAP peptide / Tsg101 binding. Potency, µM (titrated, usually from 115 µM), without a hit: at the highest dose activity change, negative = inhibition, hits mostly inhibitors. 340,000 tested, under 10 active; active = well fitted inhibition curve with a large enough effect in the main read-out, with a control signal flat, not every such curve was filed as active; inconclusive = small, poorly fitted or top-dose-only effect, or effect the other way, or a change in a side signal; inactive = no such curve, though single readings can be large or run the other way; note: potency is the fitted concentration of half-maximal effect; % of control where 0% means no effect
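Steps: Tsg101 binding domain dispensed (10 uM final), compounds pinned in DMSO, FITC-labeled PTAP-motif peptide added (50 nM final); after 20 min binding at room temperature, polarization measured.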
A-T KAP1 phos: candidate therapy for ataxia-telangiectasia; Potency, µM (top dose mostly 57.5 µM), inactives show at the highest dose activation, actives largely listed as activators; actives 0.19% (n = 320,000); AID 485349; […] A-T fibroblasts, KAP-1 phosphorylation AlphaLISA; neocarzinostatin DNA damage 30 min before lysis; note: potency is the fitted concentration of half-maximal effect; % of control where 0% means no effect; nearly all actives have a fitted effect of over 45% in size
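hTERT-immortalized A-T patient fibroblasts ([…]), 500 cells/well in OPTI-MEM, 1% FBS, got compounds for 60 min, then NCS for 30 min at 37C. Lysates were then assayed for phospho-KAP-1 by AlphaLISA (anti-pKAP1 donor, anti-KAP1 acceptor beads), 6 hr at 25C.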
B2AR arrestin: beta2AR (human) beta-arrestin recruitment activity; P07550; AID 492947; Potency, µM (top dose mostly 46.1 µM), inactives show at the highest dose activation, hits mostly activators; beta-arrestin recruitment to beta2AR, cell-based reporter; actives 0.02% (n = 330,000);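 note: potency is the fitted concentration of half-maximal effect; 0% = DMSO controls and full agonism = EC100 isoproterenol or metaproterenol; nearly all actives have a fitted effect of over 65% in size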
ELG1 repair inh: blocks ELG1-dependent DNA repair in HEK293T cells; HEK293T ELG1-luciferase reporter, luminescence, 16 h; DNA damage induced by 5-fluorouridine; Potency, µM (titrated, usually from 46.1 µM), for the others: at the top dose activity change, negative = inhibition, most hits filed as inhibitors; actives 2.3% (n = 330,000); note: potency is the fitted concentration of half-maximal effect; % is set by controls: 0 for no effect and ±100 for the full control effect; nearly all actives have a fitted effect of over 55% in size
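5-Fluorouridine DNA damage + compound/DMSO, 2,000 cells/well, 16 h, 37 °C/5% CO2. ONE-Glo, 30 min RT, luminescence. Readout = decrease in reporter signal.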
BRCA1 expr up: increases BRCA1 expression | MCF7-BRCA1-FFLuc reporter, luminescence, 48 h; response scale: scaled: vehicle 0%, 10 µM genistein 100% | AID 624202 | actives 1.1% (n = 380,000) | Potency, µM (doses to about 46.1 µM), without a hit: at the top dose activation, most hits filed as activators; note: potency is the fitted concentration of half-maximal effect; nearly all actives have a fitted effect of over 80% in size; some results filed as inactive show a strong effect at the top dose
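Cells: MCF7-BRCA1-FFLuc, 2000/well. Exposure: 48 h, 37 °C, 5% CO2. Read: luminescence, 15 min post-substrate. Controls: genistein 10 microM (maximal activation), DMSO (neutral).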
Numbers without * were called inactive; ? = inconclusive; . = no result given; & = joins results of further samples; [ ] = remark or other dose. Unless noted, calls come from the whole dose curve; as a rule, active = well fitted curve in the direction sought with a large enough effect; inconclusive = small, poorly fitted or top-dose-only effect, or another doubt; inactive = no such curve, though single readings can be large; an effect the other way counts as inactive or inconclusive.

Every second line gives: Integrin act MD | TRPV1 ag | MLL CXXC-DNA inh | p53 reactivator | TCR activator | TSG101-PTAP inh | A-T KAP1 phos | B2AR arrestin | ELG1 repair inh | BRCA1 expr up
Cc1ccc(S(=O)(=O)N2CCC(=O)N(CCOC(=O)Nc3cc(C)cc(C)c3)CC2)cc1
  5% | -5 | 14% | -7% | 0% | -1% | 19% | -2.6% | -24% | -16%
O=C(O)CC(CC(=O)Nc1ccccc1C(=O)O)c1ccccc1 (centres undefined)
  -19% | 0 | -3% | 2% | -5% | 3% | -7% | -0.8% | 5% | -1%
Fc1ccccc1Nc1nc(-c2ccncc2)nc2ccccc12
  -21% | ? | 7% | 2% | 3%[46.1 µM] | -2% | 9% | -1.1% | 2.6µM* | -3%
CC(C)(C)NC(=O)C(c1ccncc1)N(C(=O)c1csnn1)c1ccccc1 (centres undefined)
  8% | -1 | 8% | -8% | 12% | -6% | 2% | -0.5% | -1% | 5%
Cc1ccc(C(c2nnnn2C2CCCC2)N2CCN(c3nc4ccccc4s3)CC2)cc1 (centres undefined)
  ? | . | . | . | -6% | -2% | . | . | . | -25%
CCn1c(COc2ccc(C)cc2)nnc1SCC(=O)NCc1ccco1
  13% | 1 | ? | 6% | -1% | 0% | -3% | 0.6% | 0% | 8%
CCOC(=O)c1c(NC(=O)c2noc(C)c2[N+](=O)[O-])sc(C(C)=O)c1C
  24% | 0 | 10% | 22% | -4% | -6% | 3% | -0.2% | -6% | -42%
Cc1nc2scc(C)n2c(=O)c1S(=O)(=O)N1CCN(c2ccccc2F)CC1
  12% | 18 | 0% | -7% | 1% | 0% | -1% | -0.1% | 1% | -2%
CCOC(=O)c1c(-c2ccc(F)cc2)csc1NC(=O)C1CCCO1 (centres undefined)
  -5% | 25 | 0% | . | -2% | 0% | 1% | 0.0% | ? | -22%
Cc1ccccc1/C=N/n1c(-c2cc(-c3ccccc3)n[nH]2)n[nH]c1=S
  ? | 14 | -1% | 0% | -3% | -5% | 10% | -0.4% | 7% | 0%
Cc1cc(N/N=C/c2ccc(O)cc2O)nc(-c2ccccc2O)n1
  -14% | ? | -5% | ? | 0%[46.1 µM] | -2% | 3% | -1.3% | 10µM* | -82%
Cc1nc2ccc([N+](=O)[O-])cc2c(=O)n1Cc1ccc([N+](=O)[O-])cc1
  11% | 1 | -4% | 10% | 1% | -2% | -1% | -0.4% | -19% | -9%
O=C(NCc1ccco1)c1ccc2c(c1)CCO2
  -18% | -1 | 1% | 11% | 4% | -7% | -2% | -0.1% | ? | 0%
Cc1cc(C)n2nc(C(=O)OCC(=O)N(C)C3CCS(=O)(=O)C3)nc2n1 (centres undefined)
  16% | -3 | . | 4% | -4% | 1% | -1% | -0.1% | 8% | 1%
O=C(CN1C(=O)CCC1=O)Nc1ccc2c3c(cccc13)CC2
  -14% | -3 | -2% | -16% | 2% | 0% | 0% | 0.0% | 6% | -95%
COCCCNC(=O)c1ccc(C2SCC(=O)N2Cc2ccco2)cc1 (centres undefined)
  -9% | 1 | 0% | 0% | 4% | -3% | -4% | 0.2% | -9% | -7%
O=C(Nc1nc2ccccc2s1)C1CC(=O)N(c2ccccc2)C1 (centres undefined)
  ? | 4 | 0% | -20% | . | -7% | -1% | 0.4% | ? | 25%
Fc1ccc2c(-c3cccc(C(F)(F)F)c3)c(-c3ccccc3)ncc2c1
  22% | ? | . | -8% | 2% | . | 11% | 0.5% | ? | -12%
Cc1ccc(Nc2nc(COC(=O)COc3ccc(C=O)cc3)cs2)cc1
  -16% | 1 | -4% | ? | 3%[46.1 µM] | 3% | 3% | -0.7% | ? | ?
CC1(C)Cc2nc3sc4c(=O)n(Cc5ccccc5)cnc4c3cc2CS1
  1% | ? | 14% | 0% | -1%[46.1 µM] | -2% | -2% | -3.3% | ? | 3%

Individual results from above.
Cc1ccc(S(=O)(=O)N2CCC(=O)N(CCOC(=O)Nc3cc(C)cc(C)c3)CC2)cc1 in BRCA1 expr up shows -16%
CC1(C)Cc2nc3sc4c(=O)n(Cc5ccccc5)cnc4c3cc2CS1 in p53 reactivator shows 0%
Cc1nc2scc(C)n2c(=O)c1S(=O)(=O)N1CCN(c2ccccc2F)CC1 in BRCA1 expr up shows -2%

3 compounds out of the list above, sorted by their value in MLL CXXC-DNA inh, descending:
SMILES	Integrin act MD	TRPV1 ag	MLL CXXC-DNA inh	p53 reactivator	TCR activator	TSG101-PTAP inh	B2AR arrestin	BRCA1 expr up
CC1(C)Cc2nc3sc4c(=O)n(Cc5ccccc5)cnc4c3cc2CS1	1%	?	14%	0%	-1%[46.1 µM]	-2%	-3.3%	3%
Cc1ccccc1/C=N/n1c(-c2cc(-c3ccccc3)n[nH]2)n[nH]c1=S	?	14	-1%	0%	-3%	-5%	-0.4%	0%
Cc1nc2ccc([N+](=O)[O-])cc2c(=O)n1Cc1ccc([N+](=O)[O-])cc1	11%	1	-4%	10%	1%	-2%	-0.4%	-9%

Further records:
Every second line gives: Integrin act MD | TRPV1 ag | MLL CXXC-DNA inh | p53 reactivator | TCR activator | TSG101-PTAP inh | A-T KAP1 phos | B2AR arrestin | ELG1 repair inh | BRCA1 expr up
COC(=O)c1cc(OC)c(OC)cc1NC(=O)Cc1ccccc1[N+](=O)[O-]
  8% | 10 | -4% | -4% | . | . | 1% | 4.1% | ? | -33%
O=C(NC1CC2CCC(C1)N2Cc1ccccc1)c1ccccc1Cl (centres undefined)
  6% | 3 | 0% | . | -1% | -6% | 1% | 0.2% | 0% | -7%
CCOc1ccc(CCNC(=O)C(C)n2nc(C)n3c(cc4occc43)c2=O)cc1OCC (centres undefined)
  16% | 1 | 14% | 9% | -1% | -1% | 4% | 0.1% | ? | -2%&5%
C=CCn1c(SCc2ccc(C#N)cc2)nnc1-c1ccc(C)cc1
  6% | 5 | -11% | 1% | 2% | -4% | -5% | -1.6% | 6% | -39%
CN(CCCC1CCCC1)C(=O)c1cc(COc2ccc(F)c(F)c2)on1
  ? | ? | 7% | 0% | -2% | -6% | 16% | -0.6% | -3% | -13%
COc1cc(C(=O)Nc2c(C)cc(C)cc2C)c(-n2cnnn2)cc1OC
  5%[7.66 µM] | 0 | 0% | -3% | -1% | -3% | 3% | -0.5% | 1% | -8%
Cc1ccc(C(=O)NCC(c2ccco2)N2CCOCC2)cc1 (centres undefined)
  0% | -1 | . | 3% | -4% | -1% | ? | 0.2% | 0% | -9%
COCCN1CCN(C(=O)c2ccc3c(c2)S(=O)(=O)c2ccccc2C3=O)CC1
  13% | . | . | . | 0% | -3% | . | . | . | -3%
COc1ccc(Cc2nnnn2CC(=O)O)cc1
  11% | 2 | -3% | -2% | 2% | 0% | -2% | 0.4% | 0% | -2%
CCCc1cc(=O)oc2cc(OCC(=O)NC3CCN(Cc4ccccc4)CC3)ccc12
  -31% | 3 | -5% | 5% | -2% | -4% | 10% | 0.4% | 1% | -12%
COc1ccc2nc(SCC(=O)Nc3ccc(S(=O)(=O)N4CCCC4)cc3)c(C#N)cc2c1
  -44% | -2 | 28% | 3% | . | 6% | 1% | -1.3% | -17% | 1%
CCOc1ccc(-n2nc3c(=S)[nH]nc(C)c3c2C)cc1
  -32% | -1 | 10% | -16% | -5%[46.1 µM] | -1% | 1% | -0.1% | -8% | -3%
O=C(CO)C(O)C(O)C(O)CO (centres undefined)
  . | 2 | . | 1% | 6% | -21% | -3% | -0.1% | 27% | -5%
COc1ccccc1C(=O)Nc1ncc2c(n1)CC(c1ccco1)CC2=O (centres undefined)
  -24% | 6 | -3% | -2% | -2% | -7% | -8% | 0.2% | ? | 16%
Cc1c(C#N)c2ccccc2n1C
  6% | -3 | 7% | -3% | -4% | -5% | 18% | -0.9% | 13% | -12%
O=C(/C=C/c1ccco1)NCc1ccccn1
  3% | -1 | -1% | 11% | -3% | -2% | -1% | 11% | ? | -3%
Cc1oc(-c2ccc(F)cc2)cc1-c1nn2c(-c3ccoc3C)nnc2s1
  12% | -2 | 2% | 3% | -1% | -4% | 8% | -0.2% | 14% | -42%
COc1ccc(C)cc1NC(=S)Nc1ccccc1SC
  1% | 1 | -5% | 6% | 0% | -2% | -1% | 0.3% | -2% | -13%
COc1ccc(Oc2ccc3c(C(F)(F)F)cc(C(F)(F)F)nc3n2)cc1
  28% | 17 | 8% | 6% | 1% | -2% | 3% | 0.2% | -1% | -30%
COc1cc(OC)cc(C(=O)N/N=C2/SCC(=O)N2Cc2ccco2)c1
  18% | 0 | 0% | -2% | . | 1% | 2% | -0.2% | 1% | -23%
